CRFR2-BP antag: antagonists of CRF-BP/CRF-R2 complex, primary screen, cell-based, HEK293, calcium dye fluorescence, uHTS | CRF-induced calcium fluorescence | inhibition, % at 11.8 µM | actives 0.59% (n = 350,000) | AID 588475, 2011;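 active = inhibition of the ligand-induced calcium signal above about 50% at the single tested concentration, limit read from the data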
DNA FID counter: compounds displacing fluorescent DNA intercalator, primary screen, artefact control for HCV NS3 helicase inhibitor project, biochemical, FID fluorescence. AID 1845, 2009. DNA fluorescent intercalator displacement. inhibition, % at 7.9 µM. actives 0.17% (n = 290,000); in the data active = inhibition above about 37%;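 also: 0% = vehicle and 100% = reference compound; higher means more ethidium bromide displaced from hairpin DNA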
MEKK3 PB1 HTS: modulators of MEKK3-MEK5 PB1 binding, primary screen, biochemical, wildtype MEKK3, multiplex bead flow cytometry, Alexa488-MEK5 | Mitogen-activated protein kinase kinase kinase 3 (Homo sapiens), Q99759 | bead-based flow cytometry, Alexa488-MEK5 binding to MEKK3; actives lie on both sides; 0 = blocked by unlabeled MEK5, 100 = vehicle | binding response (% of control), % at 10 µM | actives 1.4% (n = 290,000) | AID 1529, 2009;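 active = binding response more than 3 SD above or below the average of its plate-row segment, actives on both sides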;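 also: Alexa488 bead fluorescence after subtracting the streptavidin-only scavenger bead signal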
GalR3 antagonist: GalR3 antagonists in HEK293 cells, primary screen, cell-based, fluorescence readout | Galanin receptor type 3 (Homo sapiens), O60755 | HEK293 GalR3-CNG cAMP membrane potential fluorescence; galR3 body fused to GalR1 C-terminus | actives 0.44% (n = 360,000) | AID 651719, 2012 | inhibition, % at 3 µM;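 active = inhibition above the screen-wide average plus 3 SD, cut at about 13% in these data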;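 also: forskolin and galanin both at EC90 stimulate the cells; cAMP rise reported by CNG channel membrane potential dye signal; 0% = forskolin plus galanin with DMSO and 100% = forskolin alone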
Target sequence (O60755 1-299 limits assumed): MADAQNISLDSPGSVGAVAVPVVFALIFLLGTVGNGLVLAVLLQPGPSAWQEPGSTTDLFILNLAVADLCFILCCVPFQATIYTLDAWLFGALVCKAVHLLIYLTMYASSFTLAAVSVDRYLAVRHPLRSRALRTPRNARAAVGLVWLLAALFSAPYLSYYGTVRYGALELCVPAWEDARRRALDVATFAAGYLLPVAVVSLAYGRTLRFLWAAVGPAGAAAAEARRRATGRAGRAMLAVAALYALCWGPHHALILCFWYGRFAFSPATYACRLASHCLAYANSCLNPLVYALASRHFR
CRFBP-R2 agonist: agonists of CRF-BP/CRF-R2 complex, primary screen, cell-based, HEK293, calcium dye fluorescence, uHTS; activation, % at 13.2 µM; calcium dye fluorescence (FLIPR); percent of saturating CRF peptide response; actives 0.46% (n = 350,000); CRF-binding protein / CRF receptor 2 complex (human);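 active = activation of at least 50%, plus an integration ratio under a set limit after plate pattern correction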;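 also: plate controls were neutral control wells without compound for no effect and CRF at EC100 for full effect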
HCV NS3 hel inh: inhibitors of HCV NS3 helicase, primary screen, biochemical, Cy5 molecular beacon fluorescence. Hepatitis C virus NS3 helicase. NS3 helicase DNA unwinding. inhibition, % at 10.9 µM. actives 0.56% (n = 290,000). AID 1800, 2009;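 active = inhibition above the mean of all tested compounds plus 3 SD, set per campaign, cut at about 35% in these data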;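 also: 0% = DMSO wells and 100% = thioflavine S control wells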
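test system = hepatitis C virus NS3 helicase domain fragment enzyme | reagent = annealed dual-labelled DNA beacon duplex, ATP-started | times = 1 h at 25 °C | detection = Cy5 fluorescence, 0 and 60 min reads | read-out basis = percent inhibition from t60/t0 fluorescence ratio | control set = DMSO and thioflavine S | replication = one well per compound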
MEKK2mut PB1 HTS: MEK5 binding signal on mutant MEKK2 PB1, primary screen, biochemical, multiplex bead flow cytometry, Alexa488-MEK5; Alexa488-MEK5 binding to MEKK2 mutant; actives 0.35% (n = 290,000); percent response, % at 10 µM; in the data active = percent response above about 24%, passing the limit was not always enough; also: inactives centre near 1; some results filed as inactive read as strong as hits
UBC9 SUMO inh: inhibitors of in vitro SUMOylation cascade, primary screen, biochemical, HTRF, uHTS; HTRF SUMOylation assay, SAE1/SAE2 + UBC9; inhibition, % at 35 µM; actives 0.36% (n = 290,000); AID 2006, 2009; in the data active = inhibition above about 50%, passing the limit was not always enough; also: strong numbers were not always called active
Target sequence (P63279 whole entry, looked up): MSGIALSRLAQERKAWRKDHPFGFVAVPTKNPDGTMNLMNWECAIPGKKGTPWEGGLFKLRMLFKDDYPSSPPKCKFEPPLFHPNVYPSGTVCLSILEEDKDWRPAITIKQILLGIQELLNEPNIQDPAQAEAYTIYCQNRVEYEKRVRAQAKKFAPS
MEKK2wt PB1 HTS: modulators of MEK5 binding to wildtype MEKK2, primary screen, biochemical, multiplex bead flow cytometry, Alexa488-MEK5. binding response (% of control), % at 10 µM. AID 1531, 2009. Mitogen-activated protein kinase kinase kinase 2 (Homo sapiens), Q9Y2U5. Alexa488-MEK5 binding to MEKK2 WT; actives lie on both sides. actives 1.1% (n = 290,000); in the data active = binding response below about 67% or above about 130%
Active calls of the source: *; . = not tested or not shown.

Start of the listing, in advance, 3 compounds:
No.	mol	MEKK3 PB1 HTS	DNA FID counter	UBC9 SUMO inh	MEKK2wt PB1 HTS	HCV NS3 hel inh	GalR3 antagonist	CRFBP-R2 agonist	MEKK2mut PB1 HTS	CRFR2-BP antag
1	Cc1ccc(/C=C(\C#N)C(=O)NC(C)c2ccccc2)o1 (centres undefined)	109	-12	1	107	4	2	-3.3	3	-6
2	Cc1ccc2nc(NC(=O)CN3C(=O)C4CC=CCC4C3=O)sc2c1 (centres undefined)	111	4	-12	105	9	3	1.9	5	-7
3	CCOC(=O)c1nn(-c2ccc3c(c2)OCCO3)cc1O	98	-3	25	100	7	3	-0.1	-4	0

The whole of this part, repeating the preview:
No.	mol	MEKK3 PB1 HTS	DNA FID counter	UBC9 SUMO inh	MEKK2wt PB1 HTS	HCV NS3 hel inh	GalR3 antagonist	CRFBP-R2 agonist	MEKK2mut PB1 HTS	CRFR2-BP antag
1	Cc1ccc(/C=C(\C#N)C(=O)NC(C)c2ccccc2)o1 (centres undefined)	109	-12	1	107	4	2	-3.3	3	-6
2	Cc1ccc2nc(NC(=O)CN3C(=O)C4CC=CCC4C3=O)sc2c1 (centres undefined)	111	4	-12	105	9	3	1.9	5	-7
3	CCOC(=O)c1nn(-c2ccc3c(c2)OCCO3)cc1O	98	-3	25	100	7	3	-0.1	-4	0
4	Cc1cccc(NC(=S)NC(C)(C)CC(C)(C)C)c1	96	-9	-10	95	-6	-3	0.1	-8	16
5	CSc1nnc(-c2ccc(Br)s2)n1C	100	-1	3	105	13	5	-2.9	-3	-6
6	CSc1ccccc1NC(=O)CSCc1ccc(Br)cc1	.	-19	-21	.	7	-6	-1.8	.	16
7	CC(C(=O)NCC1(c2ccccc2)CCCC1)N1CCOCC1 (centres undefined)	98	-14	9	94	3	-4	-1.9	-2	-1
8	CC1OC(Oc2ccc3ccc(=O)oc3c2-c2c(O)ccc3cc(Oc4ccc5ccc(=O)oc5c4)c(=O)oc23)C(O)C(O)C1O (centres undefined)	100	-8	10	94	-1	1	1.9	1	1
9	O=C(CSc1ccc(-c2ccco2)nn1)c1ccc(F)cc1	128*	-11	28	105	22	-7	-2.9	1	31
10	Cc1nnc(SCC(=O)NCc2ccc3c(c2)OCO3)s1	101	-1	-5	105	5	-4	-0.2	7	5
11	Cc1ccc(C(=O)Nc2ccc(C(=O)N3CCCCC3C)cc2)cc1 (centres undefined)	103	-38	-6	103	3	-8	-1.0	1	-4
12	CCOC(=O)C1(CCOc2ccccc2)CCN(Cc2ccc(-n3cccn3)cc2)CC1	101	21	41	106	-56	-9	0.8	-8	-13
13	O=C(CCCCn1c(=S)[nH]c2ccsc2c1=O)NCc1ccco1	94	-3	15	95	-1	-6	0.2	-5	8
14	CCOc1ccc(NC(=O)c2ccc3c(c2)CCN3S(C)(=O)=O)cc1	105	-13	7	101	-6	-13	-0.8	1	-3
15	O=C(O)/C=C/C(=O)Nc1ccc(S(=O)(=O)Nc2nccs2)cc1	101	-1	5	105	-4	.	0.3	4	-7
16	Cc1cccc(/C=C(\c2nc3ccccc3[nH]2)S(=O)(=O)c2ccccc2)c1	126	-9	14	106	-6	11	1.0	0	-59
17	COC(=O)CCC(=O)N1CCCC(CO)(Cc2ccccc2F)C1 (centres undefined)	99	-15	3	100	11	-5	2.9	5	-15
18	CCCCNC(=O)[C@@H]1CC=C[C@@H]2CCN(C3CC3)C(=O)[C@@H]21	103	.	.	103	.	-10	-0.5	4	2
19	CCOC(=O)/C(=C/C=C/c1ccccc1)NC(=O)c1ccccc1	73	-13	15	96	-7	-5	1.7	-1	-6
20	C=CCOc1ccc(Br)cc1/C=C1\NC(=S)N(C(C)=O)C1=O	101	-16	19	103	40*	-3	-0.7	9	1
21	Cc1cc(C)cc(OCC(=O)Nc2ccccc2N2CCCCC2)c1	105	3	-8	108	4	-7	-0.2	4	-27
22	O=C(NCCc1c[nH]c2ccccc12)C1CCN(S(=O)(=O)c2ccccc2)CC1	105	-19	5	108	3	-10	0.2	5	-21
23	Cc1ccc(S(=O)(=O)Nc2nc3ccccc3nc2NCC2CCCO2)cc1 (centres undefined)	110	-23	5	107	5	5	-0.7	20	-4
24	Cc1cc(C)nc(OC(C(=O)O)C(OCCc2ccccc2)(c2ccccc2)c2ccccc2)n1 (centres undefined)	94	-33	21	92	37*	-9	-0.8	-1	25
25	O=[N+]([O-])c1cc(-c2ccc(/C=N\n3cnnc3)o2)cc([N+](=O)[O-])c1	94	0	4	93	26	-7	-0.9	0	5
26	COc1ccccc1CNC(=O)C1CCN(S(=O)(=O)c2ccc3c(c2)OCCO3)CC1	96	-29	-9	92	2	-7	-0.2	-7	-1
27	O=C(O)CCc1c(C(=O)O)[nH]c2ccccc12	103	-7	-16	107	-2	-5	0.1	8	1
28	Cc1ccccc1/C(N)=N/OC(=O)N1c2ccccc2Sc2ccccc21	.	0	-13	.	-5	-3	-5.0	.	41
29	CCCN1CCc2c(sc3nc(SCC)n(-c4ccccc4)c(=O)c23)C1	99	-13	8	86	-24	.	2.9	19	-1
30	NC(=O)c1ccccc1NC(=O)NC1CCCCC1	109	-2	0	98	5	4	1.2	4	-12

In the list so far, 2 have fluorine.
No.	mol	MEKK3 PB1 HTS	DNA FID counter	UBC9 SUMO inh	MEKK2wt PB1 HTS	HCV NS3 hel inh	GalR3 antagonist	CRFBP-R2 agonist	MEKK2mut PB1 HTS	CRFR2-BP antag
9	O=C(CSc1ccc(-c2ccco2)nn1)c1ccc(F)cc1	128*	-11	28	105	22	-7	-2.9	1	31
17	COC(=O)CCC(=O)N1CCCC(CO)(Cc2ccccc2F)C1 (centres undefined)	99	-15	3	100	11	-5	2.9	5	-15

Whole records, quoted from the list.
Record of O=C(CSc1ccc(-c2ccco2)nn1)c1ccc(F)cc1 : MEKK3 PB1 HTS: 128*; DNA FID counter: -11; UBC9 SUMO inh: 28; MEKK2wt PB1 HTS: 105; HCV NS3 hel inh: 22; GalR3 antagonist: -7; CRFBP-R2 agonist: -2.9; MEKK2mut PB1 HTS: 1; CRFR2-BP antag: 31
Record of Cc1nnc(SCC(=O)NCc2ccc3c(c2)OCO3)s1 : MEKK3 PB1 HTS: 101; DNA FID counter: -1; UBC9 SUMO inh: -5; MEKK2wt PB1 HTS: 105; HCV NS3 hel inh: 5; GalR3 antagonist: -4; CRFBP-R2 agonist: -0.2; MEKK2mut PB1 HTS: 7; CRFR2-BP antag: 5

Further compounds.
No.	mol	MEKK3 PB1 HTS	DNA FID counter	UBC9 SUMO inh	MEKK2wt PB1 HTS	HCV NS3 hel inh	GalR3 antagonist	CRFBP-R2 agonist	MEKK2mut PB1 HTS	CRFR2-BP antag
31	Oc1c(Cl)cc(CN2CCCCC2)c2cccnc12	99	-6	-21	107	37*	.	.	2	.
32	NNC(=O)C1COc2cc3ccccc3cc2O1 (centres undefined)	99	-13	-8	99	-10	-1	0.7	-1	0
33	CC(=O)Nc1ccc(NC(=O)CCN2C(=O)c3ccccc3C2=O)cc1	77	-7	7	104	2	-2	6.6	3	6
34	CC(C)OCCCN1C=C2C(=O)C(C)(OC(=O)CCc3ccccc3)C(=O)C=C2C=C1c1ccc(C#N)cc1 (centres undefined)	95	.	7	98	.	-6	2.9	7	-2
35	COc1ccc(OCc2nnc(SCC(=O)Nc3ccccc3Cl)o2)cc1	101	-13	8	97	-8	-10	1.4	1	-34
36	COc1cccc(N=C2SC(C(=O)Nc3ccccc3F)CC(=O)N2C)c1 (centres undefined)	101	-24	13	99	6	-4	-1.3	4	4
37	CCN(CC)CCN(Cc1cc2ccc(C)cc2[nH]c1=O)C(=O)Nc1ccc(Cl)cc1	90	8	-15	101	-19	0	-1.1	-10	-17
38	CCOC(=O)Nc1ccc(S(=O)(=O)Nn2cnnc2)cc1	103	4	-9	102	0	-8	-0.2	2	18
39	CC(=O)OCCN1C(=O)c2cccnc2C1=O	89	1	6	102	4	-5	1.9	-4	-11
40	NC(=O)c1ccc(N2CCCCC2)c(N2C(=O)CCC2=O)c1	86	-4	10	94	-2	3	0.2	-12	15
41	c1ccc(-c2onc(-c3ccco3)c2-c2ccc3c(c2)OCO3)cc1	100	-15	5	97	7	-7	3.4	-1	8
42	O=C(NCCC1CCCC1)c1cccs1	112	-4	-6	115	6	-8	-1.3	17	4
43	COc1ccccc1CNS(=O)(=O)c1ccc(-c2cnc(C3CC3)o2)cc1	92	-23	14	94	-8	7	2.4	-7	0
44	CC1Sc2ccc(S(=O)(=O)CCC(=O)N3CCCCC3)cc2NC1=O (centres undefined)	103	-22	15	101	16	4	-0.9	4	5
45	CS(=O)(=O)c1ccccc1-c1nc(-c2ccc([N+](=O)[O-])cc2)no1	103	-10	-1	97	4	1	1.0	-2	12
46	O=C(CCS(=O)(=O)c1ccccc1)N1CCCc2ccccc21	98	-6	2	96	0	0	-1.0	-1	7
47	O=C(O)CC1(CC(=O)Nc2cccc(C(F)(F)F)c2)CCCC1	84	-15	0	85	23	4	-0.2	-14	1
48	C/C(=N\NC(=O)c1cc2ccccc2cc1O)c1ccccn1	97	-29	.	99	12	-8	36	-4	8
49	COc1ccnc(Oc2ccc(C)cc2)c1C#N	85	0	-20	87	4	-2	-0.2	-7	3
50	COc1ccc(N=NC2=C(O)CC(C)(C)CC2=O)c(OC)c1	112	-20	-5	88	-7	-2	0.2	-8	11
51	O=C(O)c1nn(CCOc2cccc(Br)c2)c(=O)c2ccccc12	98	-26	7	97	-9	5	0.9	0	-7

Bioassay records deposited in PubChem BioAssay by several laboratories.

The list is partial. The share of hits here may be higher or lower than overall.
